High-throughput results deposited in PubChem BioAssay by National Center for Advancing Translational Sciences (NCATS).
Tau fluor counter: counter-screen for tau fibril formation inhibitors; AID 1463; tau K18 P301L Alexa594 fluorescence, heparin fibrillization; 280,000 compounds, 0.93% hits; Potency, µM (top dose mostly 57.7 µM), for the others: top-dose activity change, negative = decrease; also: nearly all actives have a fitted effect of over 55% in size
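Human K18 P301L tau (15 uM unlabeled plus 0.24 uM Alexa 594-labeled, final) in 100 mM sodium acetate pH 7 was mixed with compound and 20 uM heparin and incubated 6 hr at 37 C.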
Tau fibril ThT: inhibitors of human tau fibril formation, thioflavin T binding; recombinant tau K18 P301L (four-repeat tau fragment), heparin-induced fibrillization, ThT fluorescence; Potency, µM (titrated, usually from 57.4 µM), for the others: top-dose activity, negative = inhibition, most hits filed as inhibitors; 270,000 compounds, 2.1% hits; AID 1460; also: nearly all actives have a fitted effect of over 55% in size
Target sequence (P10636 561-689 P618L limits assumed): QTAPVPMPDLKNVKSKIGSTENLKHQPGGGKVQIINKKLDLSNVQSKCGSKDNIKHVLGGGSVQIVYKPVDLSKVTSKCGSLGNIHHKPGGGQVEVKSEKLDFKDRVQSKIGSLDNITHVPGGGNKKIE
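Tau K18 P301L fragment (15 uM unlabeled plus 0.24 uM Alexa 594-labeled) in 100 mM sodium acetate pH 7 with compound, fibrillization induced by 20 uM heparin for 6 hr at 37 C. Thioflavin T (30 uM) added, fluorescence read after 1 hr (ex 450, em 510 nm).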
L3MBTL1 block: inhibitors of human L3MBTL1 | Q9Y468 | AlphaScreen L3MBTL1–H3K9me1 peptide binding | Potency, µM (titrated, usually from 57.1 µM), for inactives: at the top dose activity, negative = inhibition, actives largely listed as inhibitors | 230,000 compounds, 0.66% hits | AID 485360; also: nearly all actives have a fitted effect of over 60% in size
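L3MBTL1 50 nM + b-AHA-H3(1-15)K9me1 75 nM, 30 min RT; compound added, 30 min RT; streptavidin donor/Ni-chelate acceptor beads 10 ug/mL each final, 30 min RT dark; AlphaScreen read.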
TRb-SRC2 inh: inhibitors of human thyroid hormone receptor beta-SRC2 interaction; TRbeta-SRC2 peptide binding, fluorescence polarization; receptor liganded with 1 µM T3; Potency, µM (titrated, usually from 106 µM), for the others: top-dose activity change, negative = inhibition, usual class: inhibitors; 280,000 compounds, 0.065% hits; AID 1469;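 also: plate controls were bound peptide for no effect and peptide without receptor for full effect; nearly all actives have a fitted effect of over 50% in size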
Target sequence (P10828 whole entry, looked up): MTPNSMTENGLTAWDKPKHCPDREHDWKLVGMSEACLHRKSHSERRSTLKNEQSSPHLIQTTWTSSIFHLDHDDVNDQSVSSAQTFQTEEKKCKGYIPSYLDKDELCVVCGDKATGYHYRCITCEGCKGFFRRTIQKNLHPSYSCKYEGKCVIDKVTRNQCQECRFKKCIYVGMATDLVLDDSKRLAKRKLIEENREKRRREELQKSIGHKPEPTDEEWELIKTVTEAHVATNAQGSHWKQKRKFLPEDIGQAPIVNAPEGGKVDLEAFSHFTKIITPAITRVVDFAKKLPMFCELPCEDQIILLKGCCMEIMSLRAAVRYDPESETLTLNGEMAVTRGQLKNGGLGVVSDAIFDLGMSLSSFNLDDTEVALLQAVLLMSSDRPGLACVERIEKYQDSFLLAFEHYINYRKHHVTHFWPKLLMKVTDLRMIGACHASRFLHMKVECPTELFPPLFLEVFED
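Each compound concentration gave % activity, normalized to unbound and bound Texas Red SRC2 controls, from polarization read after 5 hr ambient incubation with T3-loaded human TRb LBD.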
ALDH1A1 block: inhibitors of human aldehyde dehydrogenase 1A1. P00352. Purified ALDH1A1, NADH fluorescence, propionaldehyde substrate. Potency, µM (highest dose often 75.3 µM), for the others: at the top dose activity, negative = inhibition, most hits filed as inhibitors. 220,000 compounds, 7.3% hits; active = well fitted inhibition curve with a large enough effect, not every such curve was filed as active; inconclusive = small, poorly fitted or top-dose-only effect, or another doubt; inactive = no such curve, though single readings can be large or run the other way;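 also: plate controls were no enzyme wells and a reference inhibitor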
GLA spleen mod: inhibits or activates alpha-galactosidase in human spleen homogenate | human spleen homogenate, 4MU-alpha-Gal fluorescence, 40 min | Potency, µM (series often up to 80 µM), inactives show top-dose activity change, negative = inhibition, hits mostly inhibitors | 240,000 compounds, 0.008% hits | AID 2107;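 also: 0% = enzyme with vehicle and -100% = no enzyme basal signal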
Target sequence (P06280 32-429 limits assumed): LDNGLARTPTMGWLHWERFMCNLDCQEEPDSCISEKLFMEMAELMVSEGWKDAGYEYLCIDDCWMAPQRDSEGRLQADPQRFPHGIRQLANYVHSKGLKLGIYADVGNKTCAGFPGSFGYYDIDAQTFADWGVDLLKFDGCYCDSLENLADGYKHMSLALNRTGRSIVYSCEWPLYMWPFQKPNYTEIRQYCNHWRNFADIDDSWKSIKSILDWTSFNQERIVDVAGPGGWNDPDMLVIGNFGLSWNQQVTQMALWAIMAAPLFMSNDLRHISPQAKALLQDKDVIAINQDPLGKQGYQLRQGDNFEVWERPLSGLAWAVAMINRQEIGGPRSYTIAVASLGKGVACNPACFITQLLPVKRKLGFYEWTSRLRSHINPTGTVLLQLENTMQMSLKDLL
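qHTS titration in buffer at pH 5.0. Alpha-galactosidase activity in spleen homogenate was measured via 4-methylumbelliferone release from 1 mM fluorogenic substrate after 40 min at 37C and a pH 10 stop. AC50 came from Hill fits of control-normalized data.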
Tau fibril FP: inhibitors of human tau fibril formation; P10636; 280,000 compounds, 0.39% hits; K18 P301L tau heparin fibrillization, Alexa594 FP, 6 h; AID 1468; Potency, µM (top dose mostly 57.7 µM), for inactives: at the highest dose activity, negative = inhibition, hits mostly inhibitors; also: nearly all actives have a fitted effect of over 55% in size
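Quantitative HTS format: compounds meet 15 uM recombinant K18 P301L tau and Alexa 594-tau tracer in 100 mM sodium acetate pH 7; 20 uM heparin triggers fibrillization at 37 C over 6 hr; FP gives the signal.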
TexasRed fluor: Texas Red fluorescence interference in TRb-SRC2 counter-screen; TRb/SRC2 Texas Red total fluorescence interference; Potency, µM (top dose mostly 106 µM), inactives show at the top dose fluorescence change, negative = quenching; 280,000 compounds, 0.29% hits; active = well fitted curve in either direction with a large enough effect; inconclusive = small, poorly fitted or top-dose-only effect
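Human TRb ligand-binding domain at 0.6 uM with 20 nM Texas Red SRC2 peptide in Tris buffer containing 1 uM T3 and 5% DMSO, incubated with compound 5 h at ambient temperature. Total fluorescence (555/632 nm) calculated as parallel + 2 × perpendicular.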
* = called active by the depositor; u = inconclusive; x = no result given; & = joins results of further samples; [ ] = another dose, or the depositor's remark. Unless noted, calls follow the shape of the dose curve; as a rule, active = well fitted curve in the direction sought with a large enough effect; inconclusive = small, poorly fitted or top-dose-only effect, or another doubt; inactive = no such curve, though single readings can be large; an effect the other way counts as inactive or inconclusive. Unless noted, % is scaled to controls: 0 for no effect and ±100 for the full control effect; potency is read from the fitted curve at half-maximal effect.

SMILES | Tau fluor counter | Tau fibril ThT | L3MBTL1 block | TRb-SRC2 inh | ALDH1A1 block | GLA spleen mod | Tau fibril FP | TexasRed fluor
CCCCCCCCCCCCCCCC[n+]1ccc(/C=N/O)cc1 | 7.7% | u | 10.0% | 2.6% | -6.2% | 3.6% | 14.1% | 5.9%
COc1ccc2cc(C)c3nnc(SCC(=O)Nc4cc(OC)c(OC)cc4C(=O)O)n3c2c1 | 5.8% | -3.5% | -0.1% | 3.0% | u | 2.6% | 3.7% | -0.5%
CCOC(=O)c1cc(-c2ccccc2)n(CC(=O)Nc2ccc(OC)cc2OC)c1C | -5.6% | 5.2% | x | -3.3% | x | x | -2.0% | -1.3%
Cc1ccc(NC(=O)C2CCCN(c3ncnc4c3nc3n4CCCCC3)C2)cc1F (stereo unspecified) | -18.3% | -9.4% | x | -3.3% | x | x | 4.7% | -0.7%
CCc1ccc(C(=O)COC(=O)c2cncc(Br)c2)cc1 | -7.7% | -21.3% | 41.2%[activator] | 3.5% | 11.5% | 4.1% | -0.7% | -2.6%
Cc1cn2c(=O)cc(COC(=O)C(C)Oc3ccccc3)nc2s1 (stereo unspecified) | 0.0% | -8.0% | x | 8.4% | x | x | -13.4% | -6.4%
O=C(Oc1ccc2c3c(c(=O)oc2c1)CCC3)c1ccccc1[N+](=O)[O-] | -6.7% | -6.5% | 6.8% | 6.4% | u | u | 6.0% | -0.9%
O=C(NCc1cccs1)C1CCCN1C(=O)Nc1ccc(F)cc1 (stereo unspecified) | -16.8% | -13.1% | x | -2.6% | x | 6.0% | -8.4% | 3.3%
COc1cc(NC(=S)NC(=O)c2c(OC)cccc2OC)ccc1NC(=O)c1cccs1 | -27.1% | -6.1% | -12.7% | 3.3% | -8.1% | -1.7% | u | -0.3%
COC(=O)c1c(C(=O)OC)c2cc(C)ccn2c1Cl | -4.1% | -6.2% | 8.0% | 0.6% | -4.5% | u | 2.1% | -0.1%
CC(=O)N(c1ccc(C)cc1)S(=O)(=O)c1ccc(Cl)cc1 | -0.3% | -2.4% | -7.5% | -5.0% | -4.6% | -1.1% | -4.1% | -0.1%
CCC1CCCCN1C(=S)NC1CCCCC1 (stereo unspecified) | -9.2% | -7.6% | 6.3% | -3.2% | 3.9% | 0.0% | -5.8% | -0.3%
Cc1c(C(=O)c2ccc([N+](=O)[O-])cc2)c(=O)n(C)c(=O)n1C | -4.1% | -7.4% | -2.4% | 8.3% | 4.2% | 12.3% | -6.4% | -1.3%
CC(=O)c1ccc(NC(=O)CCc2c(C)nc3c(c(C)nn3-c3ccc(C)cc3)c2C)cc1 | u | u | x | 4.5% | x | x | u | -3.2%
O=C(NCCc1ccccc1)c1ccc(CSc2nc3ccncc3n2Cc2ccccc2)cc1 | -26.0% | -5.8% | x | -2.9% | x | x | 1.1% | -1.2%
COc1ccc(S(=O)(=O)Nc2cccc(-c3ccc(N4CCOCC4)nn3)c2)cc1F | -17.3% | 4.2% | x | 2.8% | x | x | -3.8% | -0.1%
COc1ccc(CCNC(=O)c2ccc3nc(Cc4ccccc4)oc3c2)cc1OC | -28.4% | u | x | 9.4% | x | x | 3.8% | 4.4%
Cc1ccsc1/C=N/Nc1nc2ccccc2s1 | -1.7% | 8.0% | u | 1.7% | -4.2% | u | u | -4.5%
Cc1cc(C)c2c(c1)NC(=O)C2(O)CC(=O)c1cccs1 (stereo unspecified) | -4.0% | u | x | 8.5% | -1.7% | -0.9% | -0.3% | 1.4%
Cc1cc(C)n(-c2ccc(N3CCOCC3)nn2)n1 | 3.7% | 3.3% | -5.3% | -7.1% | u | 7.5% | 4.7% | -3.2%
Cc1cc(NC(=O)c2nn(C)c(C)c2[N+](=O)[O-])no1 | -5.4% | -9.7% | 1.6% | 3.5% | 2.6% | 0.3% | -0.6% | 1.0%
CCn1c(CNC(=O)Cc2ccc(OC)cc2)nnc1SCC(=O)c1ccc(Br)cc1 | -8.9% | -14.5% | x | -3.5% | u | 4.2% | 8.3% | 1.3%
CCCOc1ccc(/C(O)=C2/C(=O)C(=O)N(CCCOC)C2c2ccncc2)cc1 (stereo unspecified) | 9.2% | 6.4% | 5.5% | -15.7% | -6.2% | 12.6% | 2.2% | -2.3%
CCc1cccc(C)c1Nc1c(-c2ccc(F)cc2)nc2sccn12 | u | u | x | -4.0% | x | x | -2.9% | -3.0%
O=C(NCC(=O)N(CC1CCCO1)C(C(=O)NC1CCCC1)c1ccc(F)cc1)c1ccco1 (stereo unspecified) | 3.3% | -7.1% | -2.2% | -1.8% | -9.3% | 8.3% | -0.1% | -4.0%

Whole records, quoted from the list.
`CCc1ccc(C(=O)COC(=O)c2cncc(Br)c2)cc1` across the screens: Tau fluor counter: -7.7%; Tau fibril ThT: -21.3%; L3MBTL1 block: 41.2%[activator]; TRb-SRC2 inh: 3.5%; ALDH1A1 block: 11.5%; GLA spleen mod: 4.1%; Tau fibril FP: -0.7%; TexasRed fluor: -2.6%
`O=C(NCC(=O)N(CC1CCCO1)C(C(=O)NC1CCCC1)c1ccc(F)cc1)c1ccco1` (stereo unspecified) across the screens: Tau fluor counter: 3.3%; Tau fibril ThT: -7.1%; L3MBTL1 block: -2.2%; TRb-SRC2 inh: -1.8%; ALDH1A1 block: -9.3%; GLA spleen mod: 8.3%; Tau fibril FP: -0.1%; TexasRed fluor: -4.0%

The listing picks up; the two compounds before the break are reprinted first.
SMILES | Tau fluor counter | Tau fibril ThT | L3MBTL1 block | TRb-SRC2 inh | ALDH1A1 block | GLA spleen mod | Tau fibril FP | TexasRed fluor
CCc1cccc(C)c1Nc1c(-c2ccc(F)cc2)nc2sccn12 | u | u | x | -4.0% | x | x | -2.9% | -3.0%
O=C(NCC(=O)N(CC1CCCO1)C(C(=O)NC1CCCC1)c1ccc(F)cc1)c1ccco1 (stereo unspecified) | 3.3% | -7.1% | -2.2% | -1.8% | -9.3% | 8.3% | -0.1% | -4.0%
Cc1ccc(Oc2ccc(NC(=O)c3ccco3)cc2)cc1 | -28.9% | -9.2% | 26.4% | -23.0% | u | 14.6% | -13.0% | -1.7%
O=S1(=O)N=C(Nc2ccc(O)cc2)c2ccccc21 | -8.7% | -3.1% | -3.3% | -2.9% | 21.1% | -7.6% | 8.3% | -1.4%
Cc1ccc2nc(SCC(=O)Nc3ccc4c(c3)OCCO4)[nH]c2c1 | u | u | x | -4.8% | u | -16.1% | -5.0% | 1.5%
CCOc1cccc(C(=O)NNC(=O)CCC(=O)O)c1 | 8.1% | -0.6% | 8.6% | -7.3% | -1.0% | 14.8% | 7.3% | -1.8%
COc1ccc(C(CC(=O)N2CCCCC2)c2c(O)cc(OC)cc2OC)cc1 (stereo unspecified) | 8.5% | 7.1% | x | 2.3%&1.4% | x | -7.4%&-11.5% | 3.0% | -0.4%&-3.9%
CCCCn1c(NS(=O)(=O)c2ccc(C)cc2)c(S(=O)(=O)c2ccccc2)c2nc3ccccc3nc21 | -7.6% | u | 5.01µM* | u | u | 6.5% | -15.0% | -1.0%
O=C(CN(c1ccc(Cl)c(C(F)(F)F)c1)S(=O)(=O)c1ccccc1)N1CCOCC1 | -12.7% | 1.4% | -3.1% | -12.0% | u | -9.9% | -4.3% | 0.8%
CN1CCc2c(sc3c2C(=O)NC(c2ccc(C(C)(C)C)cc2)N3)C1 (stereo unspecified) | -19.8% | 15.8µM* | x | -6.0% | x | x | u | 20.1%
COc1ccc(C2CC(=O)C=C(NCc3ccc4c(c3)OCO4)C2)cc1 (stereo unspecified) | -2.0% | x | x | -4.3% | x | 5.5% | -1.9% | -5.4%
Cc1ccc(-c2nn3c(C)nnc3c3ccccc23)cc1S(=O)(=O)NCc1ccco1 | 0.3% | 1.8% | x | -8.8% | -2.9% | 7.9% | -6.6% | 0.1%
CCCCn1c(=N)c(S(=O)(=O)c2ccccc2)cc2c(=O)n3cccc(C)c3nc21 | 1.4% | -0.8% | x | 4.8% | x | x | -4.3% | -2.1%
COc1ccc(CNC(=O)c2ccccc2SC)cc1 | 1.7% | -4.6% | x | -6.0% | 5.9% | -4.5% | -1.1% | 1.2%
COc1ccc(CNC(=O)c2cc(-c3ccc(OC)cc3)on2)cc1 | -6.9% | -0.7% | x | -1.5% | x | x | u | 7.4%
COC(CNC(=O)CNC(=S)N(Cc1ccccc1)Cc1cccnc1)OC | -0.5% | -0.1% | 5.2% | -2.6% | -12.4% | 9.3% | 4.3% | 1.2%
COc1ccc(CN2COc3ccc4c(-c5ccc(OC)cc5)cc(=O)oc4c3C2)cc1 | -23.2% | u | x | 1.8% | x | x | 0.4% | 4.9%
COC(=O)c1ccccc1NC(=O)c1ccc2nccnc2c1 | -16.1% | u | -6.4% | 10.6% | -8.8% | 6.0% | -2.9% | -3.1%
O=C(O)CNC(=O)CCN1C(=O)c2ccccc2C1=O | -9.7% | -10.5% | x | -7.4% | 5.6% | -3.3% | -12.4% | -2.2%
Cc1cccc(C)c1Nc1c(-c2ccc(N3CCOCC3)cc2)nc2cnccn12 | -26.5% | x | x | -2.9% | x | 5.2% | 8.4% | 0.3%
O=C(Nc1cccnc1)Nc1ccc(Br)cc1Cl | -7.9% | 17.0% | -3.9%[11.4 µM] | 0.1% | -2.8% | 0.2% | -13.3% | -9.4%
O=C(CN1CCN(c2nc(-c3ccccc3)cs2)CC1)NNC(=O)c1ccco1 | -4.6% | -10.0% | -14.0% | -0.5% | -3.1% | 6.9% | 6.3% | -3.1%
CN(c1ccccc1)S(=O)(=O)c1ccc(Cl)c(C(=O)OCC(=O)NCc2ccco2)c1 | -16.7% | -10.2% | u | 7.0% | x | 7.5% | 1.0% | 0.0%
O=C(C1CCC(CNc2c(N3CCCCC3)c(=O)c2=O)CC1)N1CCN(C2CCCCC2)CC1 (stereo unspecified) | -3.6% | -6.1% | 11.0% | 3.6% | -2.6% | 3.9% | -0.3% | -0.6%
CCC(C)N1CC(C(=O)NC2CCCCC2)CC1=O (stereo unspecified) | 2.2% | -5.9% | 4.1% | -6.7% | -0.6% | 3.7% | -0.4% | -2.7%
COc1ccc2c(c1)O[C@@H](c1cccc(C(F)(F)F)c1)[C@H](OC(=O)NC1CCCC1)C2=O | -10.8% | -9.0% | x | 3.2% | -7.0% | -18.7% | 2.4% | -1.2%
O=C(Cn1c(=O)oc2cc(S(=O)(=O)NCc3ccccc3)ccc21)N(CCO)Cc1ccccc1 | -15.7% | -4.6% | x | 4.4% | x | x | -1.2% | -0.4%
